Screening data: PubChem BioAssay, National Center for Advancing Translational Sciences (NCATS)
POLI inh: inhibitors of human DNA polymerase iota; Q9UNA4; Pol iota fluorescent replication assay, 10 min; Potency, µM (doses to about 115 µM), inactives show top-dose activity, negative = inhibition, hits mostly inhibitors; 390,000 tested, 1% active; AID 588590
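Pol iota at 10 nM preincubated 15 min with compounds at room temperature; reaction started with fluorescent substrate, 50 nM final. Fluorescence read kinetically at 0 and 10 min; buffer-only wells as negative control.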
G9a inh: blocks human histone lysine methyltransferase G9a; Q96KQ7; G9a H3K9 monomethylation, AlphaScreen, 2 h; Potency, µM (highest dose often 102 µM), without a hit: top-dose activity, negative = inhibition, most hits filed as inhibitors; 350,000 tested, 8.8% active; AID 504332; further: on the % scale 0 is the no-effect control and ±100 the full control effect; nearly all actives have a fitted effect of over 75% in size
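Enzyme 20 nM + cpd, 15 min RT; add b-H3K9 pep 500 nM / SAM 20 uM; 2 h RT; anti-H3K9me1 Ab 0.5 ug/mL + SA donor / anti-rabbit acceptor beads 20 ug/mL each, 10 min; AlphaScreen read.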
GLS inh: glutaminase GLS (human) inhibition; GLS enzymatic activity, qHTS titration; AID 624170; Potency, µM (top dose mostly 45.5 µM), without a hit: at the top dose activity change, negative = inhibition, hits mostly inhibitors; 410,000 tested, 0.21% active; further: on the % scale 0 is the no-effect control and ±100 the full control effect
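Enzyme dispensed in phosphate buffer (45 mM, pH 8.2, 0.02% Tween-20), compounds pinned in, then 1 mM L-glutamine solution and the glutamate oxidase–HRP–Amplex Red mix added; fluorescence read immediately and again after 30 min at room temperature.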
BAZ2B inh: BAZ2B (human) inhibition. Q9UIF8. AlphaScreen BAZ2B-H3K14Ac peptide displacement. Potency, µM (titrated, usually from 114 µM), for the others: top-dose activity change, negative = inhibition, usual class: inhibitors. 360,000 tested, 4.4% active; further: on the % scale 0 is the no-effect control and ±100 the full control effect; nearly all actives have a fitted effect of over 60% in size
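Complex of BAZ2B and biotin-H3K14Ac (50 nM apiece) forms over 30 min at RT, then faces library compounds up to 110 uM for another 30 min; AlphaScreen beads added, 20 min dark incubation, luminescence read.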
HP1b chromo inh: blocks HP1-beta chromodomain binding to methylated histone tails; P83916; AlphaScreen HP1-beta / biotin-H3K9me3 peptide binding; Potency, µM (highest dose often 114 µM), inactives show at the top dose activity change, negative = inhibition, hits mostly inhibitors; 390,000 tested, 0.56% active; further: nearly all actives have a fitted effect of over 70% in size; inactives centre near 23
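Compound inhibition of the preformed complex between 50 nM HP1-beta and 50 nM biotinylated H3K9me3 peptide was read by AlphaScreen. Buffer was PBS pH 7.4 with 0.01% Tween-20. Incubations ran 30 min at room temperature, with 10 ug/mL donor/acceptor beads.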
JMJD2A Tudor inh: inhibitors of human JMJD2A Tudor domain; AlphaScreen JMJD2A-Tudor / H3K4me3 peptide binding; Potency, µM (top dose mostly 114 µM), without a hit: top-dose activity change, negative = inhibition, hits mostly inhibitors; 390,000 tested, 4.4% active; AID 504339; further: on the % scale 0 is the no-effect control and ±100 the full control effect; nearly all actives have a fitted effect of over 50% in size
Target sequence (O75164 whole entry, looked up, the tested form may be a part): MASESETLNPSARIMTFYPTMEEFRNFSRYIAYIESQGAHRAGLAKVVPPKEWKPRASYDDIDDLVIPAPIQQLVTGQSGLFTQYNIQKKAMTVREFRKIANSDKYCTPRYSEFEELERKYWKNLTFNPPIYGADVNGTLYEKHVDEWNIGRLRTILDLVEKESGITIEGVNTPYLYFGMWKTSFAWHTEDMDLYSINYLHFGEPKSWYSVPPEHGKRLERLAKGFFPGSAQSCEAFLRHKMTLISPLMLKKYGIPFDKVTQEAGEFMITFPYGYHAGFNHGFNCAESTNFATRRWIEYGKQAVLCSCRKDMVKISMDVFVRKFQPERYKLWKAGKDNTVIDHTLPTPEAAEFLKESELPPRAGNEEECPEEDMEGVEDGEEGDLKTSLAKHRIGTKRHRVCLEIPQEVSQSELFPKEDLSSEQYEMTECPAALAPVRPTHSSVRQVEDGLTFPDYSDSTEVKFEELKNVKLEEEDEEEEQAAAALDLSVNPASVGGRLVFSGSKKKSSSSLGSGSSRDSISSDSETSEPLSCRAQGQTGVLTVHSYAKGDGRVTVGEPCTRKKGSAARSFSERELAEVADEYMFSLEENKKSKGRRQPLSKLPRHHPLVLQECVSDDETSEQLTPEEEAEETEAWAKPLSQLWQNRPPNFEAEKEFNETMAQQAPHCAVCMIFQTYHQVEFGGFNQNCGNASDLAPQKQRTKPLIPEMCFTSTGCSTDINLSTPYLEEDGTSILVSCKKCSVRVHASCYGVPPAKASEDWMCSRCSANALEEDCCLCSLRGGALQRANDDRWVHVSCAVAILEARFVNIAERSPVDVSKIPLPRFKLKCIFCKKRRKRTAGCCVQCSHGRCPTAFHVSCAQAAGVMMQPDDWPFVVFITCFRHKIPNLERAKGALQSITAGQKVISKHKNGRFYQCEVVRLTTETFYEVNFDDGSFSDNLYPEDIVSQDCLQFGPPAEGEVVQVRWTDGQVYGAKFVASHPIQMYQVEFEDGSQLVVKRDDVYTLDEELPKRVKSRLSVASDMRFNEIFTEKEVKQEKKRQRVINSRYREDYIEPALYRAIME
BLM inh: inhibitors of human Bloom syndrome helicase BLM. 350,000 tested, 0.2% active. P54132. AID 2528. Potency, µM (doses to about 56.1 µM), for inactives: at the highest dose activity change, negative = inhibition, most hits filed as inhibitors. recombinant BLM DNA unwinding, fluorescence dequenching;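 further: plate controls were vehicle for no effect and no enzyme for full effect; nearly all actives have a fitted effect of over 35% in size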
Pin1 inh: human Pin1 inhibition. Q13526. Pin1 FP peptide displacement, HiFluor488, 10 min. Potency, µM (doses to about 115 µM), without a hit: at the top dose activity, negative = inhibition, usual class: inhibitors. 390,000 tested, 0.009% active; active means well fitted inhibition curve with a large enough effect in the polarisation, with a control signal flat, not every such curve was filed as active; inconclusive means small, poorly fitted or top-dose-only effect, or effect the other way, or a change in a side signal; inactive means no such curve, though single readings can be large or run the other way; the % refers to the polarisation; further: on the % scale 0 is the no-effect control and ±100 the full control effect
Tb PGK inh: T. brucei PGK inhibition. P07378. PGK/GAPDH coupled, Kinase-Glo luminescence, 60 min. Potency, µM (top dose mostly 57.5 µM), for the others: top-dose activity change, negative = inhibition, hits mostly inhibitors. 380,000 tested, 0.043% active; further: on the % scale 0 is the no-effect control and ±100 the full control effect; nearly all actives have a fitted effect of over 60% in size
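Luminescent ATP detection (Kinase-Glo Plus) follows a 60-minute room-temperature incubation, with wells lacking PGK as controls. Buffer: 100 mM TEA (pH 7.6), 5 mM MgCl2, 0.01% Tween-20. Coupling enzyme GAPDH (100 nM final) supplies unstable 1,3-BPG in-well.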
* marks the source's active call; other numbers are inactive results; i = inactive; ? = inconclusive; . = no result given; [ ] = remark or other dose. Unless noted, the call rests on the fitted dose curve; in most records, active means well fitted curve in the direction sought with a large enough effect; inconclusive means small, poorly fitted or top-dose-only effect, or another doubt; inactive means no such curve, though single readings can be large; an effect the other way counts as inactive or inconclusive. Potency means the concentration at half of the fitted maximal effect.

SMILES	POLI inh	G9a inh	GLS inh	BAZ2B inh	HP1b chromo inh	JMJD2A Tudor inh	BLM inh	Pin1 inh	Tb PGK inh
Cc1ccc(NC(=O)COC(=O)Cn2ccc(C(F)(F)F)n2)cc1Cl	-11%	?	-3%	-1%	41%[activator]	6%	.	2%	-10%
CCOc1ccc(CNC(=O)c2ccc3nc(Cc4ccc(OC)cc4)oc3c2)cc1OC	-1%	?	-13%	-18%	8%[57 µM]	?	-7%	21%	i
Cc1ccc(C)c(NC(=O)CSc2nc3[nH]ncc3c(=O)[nH]2)c1	-12%	-13%[59 µM]	0%	-4%	22%	-4%	3%	2%	0%
O=S(=O)(c1ccc2c(c1)OCCO2)N1CCN(c2nc(-c3ccccc3)nc3ccccc23)CC1	34%[activator]	.	.	.	19%	-10%	.	-7%	.
COc1ccc(C(C)NC(=S)NC2CCCC2)cc1OC (stereo not given)	22%	18µM*	-1%	-6%	2%	-14%	4%	2%	-4%
CC(C)C(=O)N(Nc1nc2ccccc2s1)C(=O)C(C)C	-14%	5%[59 µM]	7%	0%	9%	-10%	-7%	0%	-13%
O=C(NN=Cc1ccccc1C(=O)O)c1ccc(NS(=O)(=O)c2cccs2)cc1	53%[activator]	.	-1%	.	29%	-18%	.	-6%	-13%
Cc1cc(C)cc(NC(=O)Cn2nc(N3CCN(c4ccccc4)CC3)ccc2=O)c1	-22%	-32%[59 µM]	-5%	?	-2%	?	-11%	-1%	-4%
Cc1ccc(S(=O)(=O)N(C)C)cc1NC(=O)C1CCCC1	9%	?	7%	8%	18%	-26%	-16%	-1%	0%
CCCCCOc1ccc(Br)cc1CSC(=N)N	19%	-12%[59 µM]	-6%	6%	14%	-31%	3%	-4%	i

Four of the compounds above, comma-delimited:
SMILES,POLI inh,G9a inh,GLS inh,BAZ2B inh,HP1b chromo inh,JMJD2A Tudor inh,BLM inh,Pin1 inh,Tb PGK inh
Cc1ccc(C)c(NC(=O)CSc2nc3[nH]ncc3c(=O)[nH]2)c1,-12%,-13%[59 µM],0%,-4%,22%,-4%,3%,2%,0%
O=S(=O)(c1ccc2c(c1)OCCO2)N1CCN(c2nc(-c3ccccc3)nc3ccccc23)CC1,34%[activator],.,.,.,19%,-10%,.,-7%,.
COc1ccc(C(C)NC(=S)NC2CCCC2)cc1OC (stereo not given),22%,18µM*,-1%,-6%,2%,-14%,4%,2%,-4%
CC(C)C(=O)N(Nc1nc2ccccc2s1)C(=O)C(C)C,-14%,5%[59 µM],7%,0%,9%,-10%,-7%,0%,-13%

Going on with the list:
SMILES	POLI inh	G9a inh	GLS inh	BAZ2B inh	HP1b chromo inh	JMJD2A Tudor inh	BLM inh	Pin1 inh	Tb PGK inh
Cc1ccc(C(=O)n2nc(-c3cccnc3)nc2N)cc1	?	0%	0%	0%	25%	-23%	-3%	7%	-7%
COc1ccccc1NS(=O)(=O)c1cn(C)cn1	3%	-6%[59 µM]	-6%	-31%	45%[activator]	-4%	-5%	2%	-7%
Cc1ccc(N2CC(C(=O)OCC(=O)C(C)(C)C)CC2=O)cc1 (stereo not given)	6%	-8%[59 µM]	6%	.	22%	-13%	-2%	1%	-9%
CCOc1ccc(OCCC(=O)OCC(=O)NC2CC2)cc1	?	-39%[59 µM]	0%	-28%	-14%	-23%	.	-1%	-21%
CC(C)N1CCN(CC2COc3ccccc3O2)CC1 (stereo not given)	6%	?	4%	-9%	52%[activator]	-30%	-4%	-1%	-2%
CCc1nnc2c(N3CCN(c4cc(Cl)ccc4C)CC3)nc3ccccc3n12	1%	?	-15%	?	24%	2%	-5%	-9%	-3%
COc1cc2c(cc1OC)C(c1cccc(OC)c1OC)CC(=O)N2 (stereo not given)	109%[activator]	2%[59 µM]	.	-6%	7%	-15%	-2%	-5%	-6%
Cc1cc(Cl)cc(Br)c1OCCNCC(C)O (stereo not given)	8%	5%[12.7 µM]	-7%	-3%	33%	-3%	-3%	?	0%
COc1ccc(/C=C2/C(=O)N(c3ccccc3)N=C2C)c(OC)c1	?	20µM*	2%	11µM*	13µM*	16µM*	0%	-2%	3%
O=C(COC(=O)c1ccc(=O)[nH]c1)Nc1cccc(S(=O)(=O)N2CCOCC2)c1	19%	?	-3%	18%	33%	-17%	-2%	1%	-4%
Cc1nc(NC(=O)c2ccccc2)sc1-c1csc(Nc2ccc(C(=O)O)cc2)n1	?	.	-1%	10µM*	40µM*	22µM*	-21%	-15%	?
COC(=O)c1csc(S(=O)(=O)N2CCOCC2)c1OC	6%	13%[12.7 µM]	1%	-3%	46%[activator]	-2%	-3%	-5%	5%
CN1CCN(C(=O)c2ccc(Cl)cc2)CC1	151%[activator]	-5%	-10%	-6%	25%	1%	-10%	-6%	i
O=C(CN1C(=O)CS/C1=C\c1nc(-c2ccc(Cl)cc2)cs1)Nc1cccnc1Cl	?	22%	5%	-14%	6%	-24%	-3%	13%	-16%
CCOc1ccc(N(CC(=O)NN=C2CCCC2)S(C)(=O)=O)cc1	-28%	-34%	-3%	6%	18%	14%	-4%	0%	-4%
Cc1ccccc1OCC(=O)Nc1cccc(C(=O)O)c1	91%[activator]	-9%	-7%	-20%	13%	-18%[57.1 µM]	-5%	2%	-7%
O=C(Nc1ccc(Br)cc1)N1CCCCC1	128%[activator]	1%	-1%	-23%	30%	-2%	0%	-6%	6%
CCCS(=O)(=O)NCCc1cc2ccc(OC)cc2[nH]c1=O	36%[activator]	-32%	-7%	-6%	45%[activator]	-3%	1%	-6%	i
COc1ccc(C(C(=O)NC2CCCC2)N(CCCO)C(=O)c2snc(C(N)=O)c2N)cc1 (stereo not given)	-17%	-4%	1%	-14%	86%[activator]	?	-1%	2%	-7%
CCOc1ccccc1NC(=O)COC(=O)c1ccc(S(=O)(=O)N2CCCC2)cc1	17%	-7%	3%	6%	35%	-8%	.	0%	7%
CN(C)S(=O)(=O)c1ccc(C(=O)Nc2ccc(Cl)cc2)cc1	-5%	14%	-10%	12%	44%[activator]	-6%	-7%	-1%	i
CC(=O)c1ccc(N=C2C(=O)Nc3ccccc32)cc1	28%	?	4%	2%	40%[activator]	-14%	-1%	3%	16%
Cn1c(=O)cc(OCC(=O)NCc2ccc(F)cc2Cl)c2ccccc21	-12%	-49%[59 µM]	0%	-3%	18%	-6%	-10%	3%	3%
COC(=O)CSc1[nH]c2ccccc2c1[N+](=O)[O-]	6%	-3%[59 µM]	2%	6%	65%[activator]	-5%	-2%	-3%	1%
CN(C)S(=O)(=O)N(CC(=O)N1CCN(c2ccccc2)CC1)c1ccccc1	74%[activator]	.	1%	-9%	30%	5%	3%	-3%	3%
O=C(c1ccc2c(=O)n(Cc3ccc4c(c3)OCO4)c(=S)[nH]c2c1)N1CCCCC1	165%[activator]	?	-1%	7%	13%	-24%	-1%	9%	-5%
CC(NC(=O)COC(=O)c1ccc2c(=O)n3c(nc2c1)CCCCC3)c1ccccc1 (stereo not given)	7%	?	-2%	-3%	36%	-21%	.	-1%	0%
COc1cc(C(=O)Nc2ccc3nc(N4CCN(C)CC4)cc(C)c3c2)cc(OC)c1OC	-28%	8%	11%	-4%	4%	-31%	-2%	8%	-4%
Cc1ccc(-n2nc(C)c(C(C)(O)C(F)(F)F)c2N)cc1 (stereo not given)	-15%	13%[59 µM]	0%	5%	21%	-1%	5%	2%	-11%
COc1ccc(OC)c(NC(=O)Cn2ncc3c2-c2ccccc2OC3)c1	25%	5%[59 µM]	0%	-24%	24%	-13%	-3%	-1%	-2%
COc1cccc(C(=O)COc2ccc3ccc(=O)oc3c2)c1	20%	13%	-6%	1%	15%	-3%	-2%	3%	i
COc1ccc(CCN2C(=O)CC(NCCc3ccc(S(N)(=O)=O)cc3)C2=O)cc1OC (stereo not given)	1%	?	-5%	4%	31%	2%	0%	3%	i
COc1ccc(C2(C)NC(=O)N(CC(=O)NC(C)c3ccc(CC(C)C)cc3)C2=O)cc1 (stereo not given)	-7%	8%	-2%	-21%	37%	-29%	-12%	1%	-2%
COc1cc(-c2noc(C)c2C(=O)N[C@@H](CO)Cc2ccccc2)cc(OC)c1OC	16%	.	3%	.	22%	-5%	.	0%	-8%
Cc1ccccc1Nc1nn2c(=O)c3ccc(C(=O)NCc4ccccc4)cc3nc2s1	79µM*	4%[59 µM]	3%	-2%	59%[activator]	-28%	-16%	85%[activator]	-2%
CCOC(=O)[C@@H]1[C@H]2COc3ccc(Br)cc3[C@H]2N2C(=O)N(c3cccc(F)c3)C(=O)[C@]12C	30%[activator]	?	-1%	-20%	40%[activator]	-13%	-8%	?	9%
CC(=O)C1=C(O)C(=O)N(Cc2cccnc2)C1c1ccc(Cl)cc1 (stereo not given)	-5%	-24%[59 µM]	9%	-36%	15%	-31%	2%	-2%	-8%
CCC(CC)C(=O)NCc1ccccc1OC	4%	10%	-7%	4%	14%	-13%	1%	1%	i
COc1ccc(C(=O)/C(=C/c2cccs2)c2nc3ccccc3o2)cc1	?	?	17%	-33%	?	45µM*	-12%	11%	6%
CCCc1nnc(NC(=O)Cn2c(=O)oc3cc(Br)ccc32)s1	-1%	28µM*	-1%	-9%	6%	-6%	-2%	?	-11%
O=C1N/C(=C\c2ccc(O)cc2)C(=O)c2ccccc21	20µM*	.	-4%	?	6%	-14%	32µM*	4%	-15%
CC1CC(C)CN(C(=O)C(C)N2CCN(S(=O)(=O)c3ccc(C(F)(F)F)cc3)CC2)C1 (stereo not given)	33%[activator]	.	-5%	.	27%	-18%	.	-2%	-1%
CCCC(=O)Nc1c(C(=O)OCC)oc2ccccc12	145%[activator]	2%	2%	3%	16%	11%	-2%	-5%	-6%
C/C(CCc1ccc2c(c1)OCO2)=N\N=C(/N)SC1CC(=O)N(c2ccc(Cl)cc2)C1=O (stereo not given)	-96%	-27%[59 µM]	33%[activator]	-2%	-2%	?	-6%	-1%	-1%
CN1c2ccsc2C(O)=C(C(=O)Nc2ccccc2)S1(=O)=O	?	-7%[12.7 µM]	26%	10%	25%	-20%	1%	-7%	-2%
COc1ccccc1/C=N/NC(=O)CN(C1=NS(=O)(=O)c2ccccc21)c1ccccc1	-9%	3%	6%	2%	9%	?	-10%	43%[activator]	2%

The list is partial; the hit share may differ from the screen's.
